# Vif-A3F inh – Vif-A3F binding inhibition; 390,000 compounds, 0.2% hits; Potency, µM (doses to about 46.1 µM), for inactives: at the top dose activity, negative = active; HeLa A3F-eYFP + Vif (tagged APOBEC3F with the HIV-1 protein that degrades it), YFP fluorescence increase; also: potency is read from the fitted curve at half-maximal effect; % of control where 0% means no effect; nearly all actives have a fitted effect of over 65% in size
#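 Fluorescence increase (Ex 488/Em 500-530) after overnight compound treatment at 37 deg C flags inhibition of Vif-driven A3F-eYFP loss in stable HeLa A3F-eYFP/Vif cells seeded overnight beforehand.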
# Vif-APOBEC3G blk – Vif-A3G binding inhibition; Q9HC16; AID 602310; 410,000 compounds, 0.076% hits; Potency, µM (highest dose often 46.1 µM), for inactives: top-dose activity, negative = active, hits mostly inhibitors; HeLa A3G-eYFP + Vif (tagged APOBEC3G with the HIV-1 protein that degrades it), YFP fluorescence, overnight;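 also: potency is read from the fitted curve at half-maximal effect; % is scaled to controls: 0 for no effect and ±100 for the full control effect; nearly all actives have a fitted effect of over 60% in size; hits raise eYFP signal because A3G escapes Vif-driven loss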
#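 HeLa cells stably expressing Vif and C-terminally eYFP-tagged A3G, seeded overnight at 37 deg C, then exposed to compound by pintool overnight at 37 deg C. Rise in yellow fluorescence (Ex 488/Em 500-530, Acumen) marks blocked Vif-driven A3G degradation.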
# D1 PAM – potentiators of human D1 dopamine receptor | 360,000 compounds, 0.036% hits | potentiation, % at 10 µM | HEK293 TREx D1 cells, calcium flux, dopamine EC20 potentiation; in the data active = potentiation above about 30%; also: 0% is about no effect
# Target sequence (P21728 whole entry, looked up): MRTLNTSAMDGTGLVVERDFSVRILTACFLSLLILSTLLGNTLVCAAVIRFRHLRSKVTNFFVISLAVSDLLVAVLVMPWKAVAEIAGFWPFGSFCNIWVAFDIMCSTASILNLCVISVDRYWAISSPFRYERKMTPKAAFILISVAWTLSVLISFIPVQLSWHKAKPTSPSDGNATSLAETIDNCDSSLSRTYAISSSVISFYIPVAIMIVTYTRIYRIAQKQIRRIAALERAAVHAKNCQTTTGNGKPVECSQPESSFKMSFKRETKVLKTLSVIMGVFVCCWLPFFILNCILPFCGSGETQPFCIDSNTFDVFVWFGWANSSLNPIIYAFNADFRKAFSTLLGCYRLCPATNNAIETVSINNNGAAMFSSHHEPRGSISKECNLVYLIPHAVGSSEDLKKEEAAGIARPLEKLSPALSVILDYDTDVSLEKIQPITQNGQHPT
# GRP78 ERSR act – induces the endoplasmic reticulum stress response in human glioma cells. U87-MG GRP78 promoter luciferase reporter, 16 h. Potency, µM, without a hit: top-dose activation, hits mostly activators. 420,000 compounds, 0.02% hits; also: potency is read from the fitted curve at half-maximal effect; series mostly up to about 76 µM; % of control where 0% means no effect; nearly all actives have a fitted effect of over 35% in size
#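 ERSR induction read as luciferase luminescence (Bright-Glo, 10 min at room temperature) in stably transfected human U87-MG glioma cells exposed to compounds for 16 h, using GRP78 as sensor.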
# RXFP1 ag – activates the human relaxin receptor RXFP1 | Q9HBX9 | HEK293T-RXFP1 cAMP TR-FRET, 30 min; response scale: percent of porcine relaxin response, buffer zero | 370,000 compounds, 0.3% hits | Potency, µM (top dose mostly 57.5 µM), for the others: top-dose activation, usual class: activators; also: potency is read from the fitted curve at half-maximal effect; % is scaled to controls: 0 for no effect and ±100 for the full control effect; nearly all actives have a fitted effect of over 60% in size; many of its hits are not listed in these tables
#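 HEK293T cells stably expressing RXFP1 were pretreated with the PDE4 inhibitor Ro 20174, exposed to compounds for 30 min at 37C, lysed, and cAMP was read by TR-FRET. Data normalized to buffer (basal) and 29 nM porcine relaxin (100%).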
# RXFP1 antag – RXFP1 (human) relaxin receptor antagonism. HEK293-RXFP1, relaxin-stimulated cAMP HTRF, 30 min; hits give low values. activity change, negative = inhibition, % at 57.5 µM. 350,000 compounds, 0.59% hits. AID 1259400;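 active = activity change of -60% or lower, but not beyond a set lower limit; inconclusive = change between -60% and -40%, or beyond the set limit; inactive = change above -40%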; also: % is scaled to controls: 0 for no effect and ±100 for the full control effect
# D2 potentiator – positive allosteric modulators of human D2 dopamine receptor; AID 485347; potentiation, % at 10 µM; P14416; HEK293 T-REx D2, calcium flux, EC20 dopamine potentiation; 340,000 compounds, 0.34% hits;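 active = potentiation over 3 SD above the plate norm, cut at about 30% in these data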; also: 0% is about no effect
# Target sequence (P14416 whole entry, looked up): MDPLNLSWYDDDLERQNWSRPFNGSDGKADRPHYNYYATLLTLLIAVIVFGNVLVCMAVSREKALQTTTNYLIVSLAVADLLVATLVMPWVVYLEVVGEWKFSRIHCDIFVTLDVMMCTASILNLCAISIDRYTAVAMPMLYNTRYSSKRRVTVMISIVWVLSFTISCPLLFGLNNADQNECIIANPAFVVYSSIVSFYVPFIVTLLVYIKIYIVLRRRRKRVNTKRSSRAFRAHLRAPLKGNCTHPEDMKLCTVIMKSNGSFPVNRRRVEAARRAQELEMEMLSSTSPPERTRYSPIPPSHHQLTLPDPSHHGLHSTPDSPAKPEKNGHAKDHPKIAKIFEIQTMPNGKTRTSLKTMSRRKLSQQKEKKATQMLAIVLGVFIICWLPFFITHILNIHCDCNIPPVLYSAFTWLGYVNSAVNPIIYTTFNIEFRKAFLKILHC
#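 Potentiation of an EC20 dopamine calcium response measured kinetically over 180 s, after a preceding 180 s compound-only read flagging agonists. Cells: inducible Hek293 Trex D2 line, 4000/well, cultured overnight at 30 C before dye loading.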
# D1 antag – human D1 dopamine receptor antagonism. P21728. HEK293 TREx D1 cells, calcium flux, dopamine EC80; hits give low values. activity change, negative = inhibition, % at 10 µM. 360,000 compounds, 3.2% hits. AID 504652; in the data active = activity change below about -30%; also: % is scaled to controls: 0 for no effect and ±100 for the full control effect
#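 Inducible Hek293 Trex D1 cells (tetracycline, overnight, 30 C). Calcium dye 30–90 min RT. Antagonist mode: EC80 dopamine added after 180 s compound read.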
# D1 agonist – activates the human D1 dopamine receptor. activation, % at 2 µM. P21728. HEK293 T-REx D1 cells, calcium flux, agonist mode. 360,000 compounds, 1% hits; in the data active = activation above about 30%; also: 0% is about no effect
#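 Inducible HEK293 T-REx D1 cells, force-coupled to calcium signalling, were plated at 4000 cells/well with tetracycline and held overnight at 30 C. After no-wash calcium dye loading, compound-evoked calcium rise over 180 s flagged agonists.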
# The depositor's hits bear a star; ? = inconclusive; nt = not tested or not shown. Unless noted, calls follow the shape of the dose curve; as a rule, active = well fitted curve in the direction sought with a large enough effect; inconclusive = small, poorly fitted or top-dose-only effect, or another doubt; inactive = no such curve, though single readings can be large; an effect the other way counts as inactive or inconclusive. Not all compounds are listed; the hit share may differ from the screen's.
# Key to letters – A = Vif-A3F inh; B = Vif-APOBEC3G blk; C = D1 PAM; D = GRP78 ERSR act; E = RXFP1 ag; F = RXFP1 antag; G = D2 potentiator; H = D1 antag; I = D1 agonist
CCCCOc1ccc(OCCNC(=O)c2ccco2)cc1
  A = -24%; B = 0%; C = nt; D = 1%; E = -0.9%; F = 6; G = 7; H = -15; I = 22

CC1CN(C(=O)CSc2nnc(-c3cccs3)n2N)CC(C)O1 (stereo not given)
  A = -2%; B = -2%; C = 8; D = -3%; E = -3.1%; F = -3; G = 4; H = -34*; I = 2

C=CCNC(=O)c1ccc(-c2ccc([N+](=O)[O-])cc2)o1
  A = -1%; B = 2%; C = 3; D = 3%; E = -0.3%; F = -3; G = 22; H = 11; I = -2

CC1(C)Cc2nc3oc4c(=O)n(CC(=O)Nc5ccc(Cl)cc5)cnc4c3cc2CO1
  A = -11%; B = -3%; C = 0; D = -4%; E = 0.8%; F = -13; G = 2; H = 4; I = 1

O=S(Cc1ccc(Br)cc1)Cc1nnc(SCc2c(Cl)cccc2Cl)n1-c1ccccc1 (stereo not given)
  A = -5%; B = -10%; C = 16; D = -3%; E = 0.1%; F = -4; G = 11; H = 45; I = 6

O=C(Oc1ccc(Br)cc1)C1CC(=O)N(c2ccc(F)cc2)C1 (stereo not given)
  A = -4%; B = 0%; C = -5; D = -1%; E = 0.9%; F = -15; G = -9; H = 12; I = 1

CCCc1cc(=O)oc2cc(C)cc(OC(C)C(=O)NCC(O)c3ccccc3)c12 (stereo not given)
  A = 1%; B = 0%; C = -1; D = 2%; E = -1.0%; F = 6; G = 25; H = 6; I = 0

O=C(O)c1ccc(/C=N/NC(=O)c2cc(-c3cccs3)nc3ccccc23)cc1
  A = 1%; B = -3%; C = -4; D = 3%; E = 0.5%; F = -7; G = 0; H = 25; I = 4

COC(=O)Cn1c(CCS(=O)(=O)c2ccc(Cl)cc2)nc2ccccc21
  A = 7%; B = -5%; C = 2; D = -6%; E = -0.4%; F = -4; G = 10; H = 6; I = -1

CC(C)NC(=O)CC1OC(=O)c2ccccc21 (stereo not given)
  A = 3%; B = -4%; C = -1; D = -5%; E = -3.1%; F = 5; G = 8; H = -6; I = 2

Cc1ccc(-c2cc(C(=O)O)c3ccccc3n2)c(C)c1
  A = -19%; B = -8%; C = 2; D = 2%; E = 4.3%; F = 8; G = 1; H = -17; I = 1

O=C(C[C@@H]1C[C@@H]2c3cc(NS(=O)(=O)c4ccc(F)cc4)ccc3O[C@@H]2[C@H](CO)O1)N1CCc2ccccc2C1
  A = 8%; B = -1%; C = nt; D = 2%; E = nt; F = 8; G = nt; H = nt; I = nt

COc1ccc(-n2c(SCC(=O)Nc3ccccc3OC)nc(O)cc2=O)cc1
  A = 17%; B = 1%; C = 5; D = -3%; E = -3.2%; F = -36; G = nt; H = -7; I = 2

O=C(Nc1cccc2ncccc12)c1ccc(-c2ccc(Cl)cc2Cl)o1
  A = -4%; B = 2%; C = 1; D = 5%; E = 2.1%; F = -3; G = nt; H = -9; I = 1

CC1CCCC(C)N1C(=O)CSc1nnc(-c2cccs2)o1 (stereo not given)
  A = -8%; B = 0%; C = -1; D = -4%; E = -0.2%; F = -11; G = 13; H = 20; I = -3

c1ccc2c(c1)oc1c(Nc3ccc4c(c3)OCO4)ncnc12
  A = -1%; B = 3%; C = -6; D = -6%; E = 0.0%; F = 0; G = 6; H = -7; I = 0

Cc1ccc(NC(=O)C2CCCN2C(=O)OC(C)(C)C)cc1C (stereo not given)
  A = 1%; B = 1%; C = 4; D = -1%; E = 0.0%; F = 4; G = 10; H = 1; I = 0

O=c1c2c(nc3cc(-c4ccccc4Cl)[nH]n13)CCS2
  A = 16%; B = -7%; C = -5; D = 1%; E = 0.4%; F = -4; G = -7; H = 0; I = 0

CC(C)c1ccc(NC(=O)Cn2nnc(C(=O)NCc3ccc(Cl)cc3)c2N)cc1
  A = -2%; B = 2%; C = 3; D = -2%; E = 0.2%; F = 5; G = -7; H = 1; I = 0

NS(=O)(=O)c1ccc(NC(=O)COC(=O)C2(c3ccccc3F)CCCC2)cc1
  A = -5%; B = 3%; C = -7; D = -2%; E = -1.9%; F = -32; G = -3; H = -34*; I = 1

Cc1ccccc1N=Cc1cccc(O)c1O
  A = 3%; B = -15%; C = -5; D = ?; E = -0.3%; F = -3; G = 4; H = 16; I = 3

Cc1c(NC(=O)Nc2ccc(C(C)C)cc2)c(=O)n(-c2ccccc2)n1C
  A = -1%; B = 0%; C = 11; D = 0%; E = 5.7%; F = -4; G = 10; H = -1; I = 1

COc1ccc2[nH]c(=O)c(CN(CCN3CCCC3)C(=O)Nc3ccccc3Cl)cc2c1
  A = -10%; B = 0%; C = 3; D = 0%; E = -0.2%; F = 10; G = 8; H = 2; I = 0

Cc1ccccc1NS(=O)(=O)c1ccc2[nH]c3c(c2c1)CCCCC3
  A = -5%; B = -2%; C = 5; D = -2%; E = -1.6%; F = nt; G = 6; H = 22; I = 1

CCOc1ccc2nc(Cl)c(C3CC(c4ccccc4)=NN3C(=O)CCC(=O)O)cc2c1 (stereo not given)
  A = 0%; B = 4%; C = 0; D = -3%; E = 7.7%; F = 0; G = 7; H = 6; I = 3

CCn1nnnc1NCc1cccn1C
  A = 2%; B = -5%; C = -5; D = -4%; E = 0.8%; F = -4; G = 16; H = -16; I = 2

COc1ccc2[nH]c(=O)c(CN(C(C)=O)C3CCCCC3)cc2c1
  A = -11%; B = -3%; C = -1; D = 2%; E = 0.7%; F = 4; G = 10; H = 0; I = 1

CC1=C(C(=O)Nc2cccnc2)C(c2ccc3c(c2)OCO3)C2=C(CCCC2=O)N1 (stereo not given)
  A = -4%; B = -1%; C = -5; D = -7%; E = 2.6%; F = 11; G = 1; H = 0; I = 1

COc1cccc(OC)c1OCCCCn1cnc2ccccc2c1=O
  A = -3%; B = -4%; C = 15; D = 1%; E = 0.4%; F = -10; G = -9; H = 5; I = 9

Cc1ccc(NC(=O)c2ccc(N/N=C/c3cccc(O)c3)c([N+](=O)[O-])c2)cc1
  A = 0%; B = 0%; C = -3; D = -4%; E = 0.5%; F = -5; G = 7; H = -5; I = 3

# Reformatted: 6 of the compounds above
Molecule	Vif-A3F inh	Vif-APOBEC3G blk	D1 PAM	GRP78 ERSR act	RXFP1 ag	RXFP1 antag	D2 potentiator	D1 antag	D1 agonist
Cc1ccccc1NS(=O)(=O)c1ccc2[nH]c3c(c2c1)CCCCC3	-5%	-2%	5	-2%	-1.6%	nt	6	22	1
CCOc1ccc2nc(Cl)c(C3CC(c4ccccc4)=NN3C(=O)CCC(=O)O)cc2c1 (stereo not given)	0%	4%	0	-3%	7.7%	0	7	6	3
CCn1nnnc1NCc1cccn1C	2%	-5%	-5	-4%	0.8%	-4	16	-16	2
COc1ccc2[nH]c(=O)c(CN(C(C)=O)C3CCCCC3)cc2c1	-11%	-3%	-1	2%	0.7%	4	10	0	1
CC1=C(C(=O)Nc2cccnc2)C(c2ccc3c(c2)OCO3)C2=C(CCCC2=O)N1 (stereo not given)	-4%	-1%	-5	-7%	2.6%	11	1	0	1
COc1cccc(OC)c1OCCCCn1cnc2ccccc2c1=O	-3%	-4%	15	1%	0.4%	-10	-9	5	9

# Other entries.
# Key to letters – A = Vif-A3F inh; B = Vif-APOBEC3G blk; C = D1 PAM; D = GRP78 ERSR act; E = RXFP1 ag; F = RXFP1 antag; G = D2 potentiator; H = D1 antag; I = D1 agonist
CCN(CC)C(=O)C1=C(C)N(Cc2ccccc2)C(=O)C(CC(=O)NC(c2ccccc2)c2ccccc2)C1 (stereo not given)
  A = -5%; B = -4%; C = nt; D = -7%; E = nt; F = 5; G = nt; H = nt; I = nt

CCCC(=O)Nc1ccccc1NC(=O)c1ccc2c(c1)OCO2
  A = 1%; B = 7%; C = 5; D = -1%; E = 2.6%; F = -6; G = -18; H = -4; I = 2

N#Cc1ccccc1S(=O)(=O)N1CCN(CC(O)c2ccccc2)CC1 (stereo not given)
  A = 7%; B = 4%; C = -7; D = -4%; E = 1.1%; F = 4; G = -16; H = 8; I = 4

Cc1ccc(-n2nnnc2SCc2nc3sc(C)c(C)c3c(=O)[nH]2)cc1
  A = ?; B = 1%; C = -1; D = -4%; E = 4.3%; F = nt; G = 7; H = -4; I = 2

CC(=O)c1c(C)[nH]c(C(=O)Nc2cc(C)ccc2C)c1C
  A = -3%; B = -6%; C = 3; D = -4%; E = 0.1%; F = -10; G = 0; H = -10; I = 4

COc1ccc(S(=O)(=O)N2CCCCCC2)cc1C(=O)NCc1ccco1
  A = 2%; B = 2%; C = nt; D = 0%; E = nt; F = -19; G = nt; H = nt; I = nt

O=C(Nc1ccc(C(=O)O)cc1)Nc1ccc(F)cc1F
  A = 11%; B = -7%; C = -1; D = -4%; E = 0.1%; F = 6; G = 0; H = -1; I = 1

N/C(=N\OC(=O)Cc1ccc(Cl)cc1)c1ccncc1
  A = 15%; B = 1%; C = -3; D = -2%; E = 0.5%; F = -14; G = nt; H = -5; I = 5

COc1ccc(C)c2sc(N(Cc3cccnc3)C(C)=O)nc12
  A = -5%; B = -2%; C = 4; D = -2%; E = 0.7%; F = -3; G = -3; H = nt; I = -1

COc1ccc(-n2nc(C(=O)NCC(=O)N3CCCC3)c3ccccc3c2=O)cc1Cl
  A = 19%; B = 4%; C = -3; D = 1%; E = 9.4%; F = 0; G = 6; H = -2; I = 3

Cc1ccccc1C(=O)NCCOc1ccccc1Cl
  A = -3%; B = -1%; C = 8; D = -4%; E = 0.5%; F = 12; G = 5; H = -10; I = 1

COc1ccc(CCC(=O)NCCS(=O)(=O)N2CCN(c3ccccc3F)CC2)cc1
  A = -6%; B = -7%; C = -15; D = -6%; E = 0.9%; F = -4; G = 7; H = -25; I = 11

COCc1ccc(CN2CCC(CO)(CC3CCCCO3)CC2)o1 (stereo not given)
  A = ?; B = -4%; C = -6; D = -1%; E = 1.1%; F = 4; G = -12; H = -40*; I = 1

CCOC(=O)C1=C(C)NC(C)=C(C(=O)OC)C1c1ccco1 (stereo not given)
  A = 0%; B = -1%; C = -3; D = -4%; E = 3.1%; F = 5; G = -3; H = -16; I = 3
